# mABHD4 FP: ABHD4 inhibitors, primary screen, biochemical, fluorescence polarization, mouse; (Lyso)-N-acylphosphatidylethanolamine lipase (Mus musculus), Q8VD66; purified mABHD4, FP-Rh probe fluorescence polarization; inhibition, % at 8.92 µM; 370,000 compounds, 0.54% hits; AID 720543, 2013;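 active means inhibition exceeding the mean over every tested compound plus 3 SD, cut at about 30% in these data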;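 further: 0% = plate median of compound wells and 100% = S159A mutant with DMSO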
#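 system = mouse ABHD4 enzyme, wild type | medium = HEPES pH 7.0, NaCl, Pluronic buffer | also added = FP-Rh probe | incubation = Enzyme–compound pre-incubation 45 min, then probe 60 min, both 25 °C | technique = fluorescence polarization, excitation 525 nm, emission 598 nm, BODIPY TMR filters | controls = S159A mutant high control, sample median low control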
# PRMT1 FP inh: PRMT1 methyltransferase inhibitors, primary screen, biochemical, fluorescence polarization; Protein arginine N-methyltransferase 1 (Homo sapiens), Q99873; inhibition, % at 2.79 µM; 370,000 compounds, 1.3% hits; AID 652257, 2013; recombinant PRMT1, activity-based probe fluorescence polarization;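 active means inhibition above about 21% made by adding two undisclosed values, limit read from the data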
# TCR CD3 inh: inhibitors of human TCR-CD3 interaction, primary screen, biochemical, fluorescence, TAMRA-labeled TCR probe. 360,000 compounds, 0.37% hits. inhibition, % at 9.4 µM. T-cell receptor (TCR); in the data active means inhibition above about 19%;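 further: recombinant mutant TCR 2C K166C tagged with TAMRA read by polarization; 0% = receptor in buffer alone and 100% = receptor with positive control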
# SIAE inh: human SIAE inhibitors, primary screen, biochemical, fluorescence polarization, FP-Rh probe, 1536-well HTS; Sialate O-acetylesterase (Homo sapiens), Q9HAT2; SIAE FP-Rh probe binding; inhibition, % at 9.66 µM; 370,000 compounds, 0.69% hits;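 active means inhibition above a cutoff: mean of compounds within the control limits plus 3 SD of those, cut at about 17% in these data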;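 further: 0% = plate median of compound wells and 100% = probe without SIAE protein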
# Target sequence (Q9HAT2 whole entry, looked up): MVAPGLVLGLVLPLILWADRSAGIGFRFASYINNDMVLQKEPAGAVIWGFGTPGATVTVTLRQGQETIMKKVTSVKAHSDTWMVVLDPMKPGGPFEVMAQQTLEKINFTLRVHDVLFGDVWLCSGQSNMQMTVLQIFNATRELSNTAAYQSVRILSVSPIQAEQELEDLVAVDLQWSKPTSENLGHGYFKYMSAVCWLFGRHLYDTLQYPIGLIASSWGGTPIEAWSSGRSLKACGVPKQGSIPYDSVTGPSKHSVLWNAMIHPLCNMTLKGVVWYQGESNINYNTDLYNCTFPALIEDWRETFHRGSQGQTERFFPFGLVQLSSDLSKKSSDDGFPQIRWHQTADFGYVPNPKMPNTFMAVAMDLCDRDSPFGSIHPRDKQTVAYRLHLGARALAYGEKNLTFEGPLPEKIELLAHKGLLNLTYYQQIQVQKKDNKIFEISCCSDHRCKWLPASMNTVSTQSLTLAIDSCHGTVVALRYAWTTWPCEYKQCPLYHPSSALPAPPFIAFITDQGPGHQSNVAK
# rCAG RNA binder: binders of r(CAG) RNA repeats, primary screen, biochemical, fluorescence; 370,000 compounds, 1.3% hits; inhibition, % at 3 µM; AID 651821, 2012; r(CAG) RNA repeat, TO-PRO-1 dye displacement fluorescence;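 active means inhibition above the plate cutoff, the mean of all test compounds on that plate plus 3 SD, cut at about 35% in these data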;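 further: 0% = DMSO alone and 100% = 100 µM mitoxantrone as full dye displacement; higher means more dye released from RNA so lower well fluorescence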
# PG9 binder: binders of HIV-1 gp120 antibody PG9, primary screen, biochemical, TR-FRET | TR-FRET gp120-PG9 antibody binding | inhibition, % at 6.7 µM | 360,000 compounds, 0.43% hits; in the data active means inhibition above about 8.5%
# NR1D1 modulator: modulators of Rev-erb alpha DNA binding, primary screen, biochemical, FITC-DNA, fluorescence polarization, uHTS; Rev-erbα–FITC-DNA binding, 90 min; activity, % at 10 µM; 370,000 compounds, 0.79% hits;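 active means activity above about 14%, limit read from the data; passing the limit was not always enough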;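 further: 0% = DMSO wells with 35 nM protein and 100% = DMSO wells with 750 nM protein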
# TDP2 absorb: human TDP2 enzyme inhibitors, primary screen, biochemical, epi absorbance, recombinant enzyme; Tyrosyl-DNA phosphodiesterase 2 (Homo sapiens), O95551; T5PNP hydrolysis, p-nitrophenol absorbance 415 nm; inhibition, % at 12.8 µM; 370,000 compounds, 0.34% hits; AID 720702, 2013;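 active means inhibition above the mean of all tested compounds plus 3 SD, set per campaign, cut at about 25% in these data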;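 further: 0% = DMSO with enzyme and 100% = buffer with substrate but no TDP2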
# Target sequence (O95551 whole entry, looked up): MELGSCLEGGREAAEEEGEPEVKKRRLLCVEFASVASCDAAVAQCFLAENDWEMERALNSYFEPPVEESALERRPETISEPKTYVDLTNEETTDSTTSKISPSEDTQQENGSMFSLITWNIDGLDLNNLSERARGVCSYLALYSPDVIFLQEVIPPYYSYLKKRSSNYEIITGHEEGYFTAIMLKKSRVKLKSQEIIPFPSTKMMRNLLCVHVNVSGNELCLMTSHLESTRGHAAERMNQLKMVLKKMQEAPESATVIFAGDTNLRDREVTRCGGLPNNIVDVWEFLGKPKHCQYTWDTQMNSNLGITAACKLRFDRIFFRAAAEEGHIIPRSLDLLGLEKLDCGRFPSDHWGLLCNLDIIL
#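 System – recombinant human TDP2 · Quantity – TDP2 enzyme at 120 nM final · Doses – single concentration, 12.8 µM nominal, with 1% DMSO · Incubation – 2 h at 37 °C · Measured by – epi absorbance of p-nitrophenol freed from T5PNP by hydrolysis · Read-out – % inhibition relative to enzyme-containing and enzyme-free wells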
# HTRA1 inh: HTRA1 serine protease inhibitors, primary screen, biochemical, fluorescence polarization, HTS | Q92743 | AID 504803, 2011 | recombinant HTRA1, FP-rhodamine activity-based probe | 340,000 compounds, 0.5% hits | inhibition, % at 5.96 µM; in the data active means inhibition above about 36%;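 further: 0% = enzyme with DMSO and 100% = wells lacking enzyme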
# LEDGF integ inh: blockers of LEDGF/p75-dependent integrase strand transfer – biochemical, TR-FRET, high throughput, primary screen | HIV-1 integrase (with human LEDGF/p75) | TR-FRET IN-LEDGF/p75 DNA integration, Eu/Cy5 | inhibition, % at 3.7 µM | 370,000 compounds, 0.64% hits | AID 743269, 2014;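 active means inhibition above the screen-wide mean plus 3 SD, cut at about 13% in these data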;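 further: signal is the Cy5 over europium emission ratio at 671 and 618 nm; 0% = plate median of compound wells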
# The depositor's hits bear a star; . = no result given.
Compound	mABHD4 FP	PRMT1 FP inh	TCR CD3 inh	SIAE inh	rCAG RNA binder	PG9 binder	NR1D1 modulator	TDP2 absorb	HTRA1 inh	LEDGF integ inh
COc1cc(Cl)ccc1OCc1cc(C(=O)NC(C)Cc2cccnc2)no1 (stereo unspecified)	5	-2	-15	3	-6	0.2	3	2	0	5
O=C(CSc1nnnn1-c1ccc2c(c1)OCO2)NCc1cccs1	2	-2	-7	12	-2	0.3	4	12	-7	4
COc1cc([N+](=O)[O-])ccc1NC(=O)NCc1ccco1	-7	4	-7	-1	2	-1.7	0	-18	-5	7
CCOc1ccccc1-n1ccn(CC(=O)Nc2ccc(Br)cc2F)c(=O)c1=O	0	3	-7	1	-4	0.6	0	-1	-1	-3
CCc1ccc(OCC(=O)NC(=S)Nc2ccc(C(C)=O)cc2)c(Br)c1	7	0	2	-2	2	0.3	7	-4	-1	5
COC(=O)C1(C)NC(c2ccccc2C)C2C(=O)N(c3ccc(F)cc3)C(=O)C21 (stereo unspecified)	-5	7	1	-9	-1	0.3	4	-6	3	0
Cc1ccc(S(=O)(=O)NCc2ccncc2)cc1C(=O)NCC(C)C	1	20	-4	0	-5	-2.0	-3	-1	7	1
CC(C)CC1NC(=O)N(CCCCN2C(=O)c3ccccc3C2=O)C1=O (stereo unspecified)	2	1	-4	-6	-5	-2.5	-3	0	7	-3
C=CCOc1cccc(C2c3c(oc4ccccc4c3=O)C(=O)N2c2ccccn2)c1 (stereo unspecified)	4	7	-6	-1	2	0.4	2	2	7	-2
CCOc1ccc(-c2nc(-c3cccnc3)no2)cc1	3	0	0	1	-4	0.4	3	-1	0	-1
CCOc1cc(-c2nnc(NC(=O)C3=COCCO3)o2)cc(OCC)c1OCC	-2	-2	-9	-4	-5	-1.0	3	-6	2	-1
CS(=O)(=O)Nc1ccc(S(=O)(=O)NC2CCCCC2)cc1	1	-1	2	0	5	-0.8	0	-5	9	-2
Cc1ccc(/C=C2/CCc3c([nH]c4ccccc34)C2=O)cc1	-4	0	-1	-5	7	-1.1	-2	6	-14	0
Nc1cccc(NC(=O)CN2CCOCC2)c1	-9	0	7	5	-2	-1.5	1	6	6	2
CC(C(=O)N1CCN(Cc2ccccc2)CC1)c1ccc([N+](=O)[O-])cc1 (stereo unspecified)	-1	4	-13	2	3	0.7	-1	1	2	-3
CCc1ccccc1NC(=O)CN(C)Cc1c(O)ccc2ccccc12	1	23*	4	-3	-1	-1.5	6	-1	1	-4
O=C(OCC1OC2C(Oc3nc(=O)ccn32)C1O)c1ccccc1 (stereo unspecified)	-7	-1	3	-4	2	-0.1	-3	6	6	-1
O=c1[nH]c2cc3c(cc2cc1C(c1nnnn1CC1CCCO1)N1CCCC1)OCO3 (stereo unspecified)	3	5	-5	-2	9	-3.4	0	-3	-3	1
CCSc1nc2sc3c(c2c(=O)n1-c1ccc(C)cc1)CCN(C)C3	5	-1	-1	-3	1	1.5	-3	-9	-13	-5
COc1ccc(C(C#N)Nc2ccccc2OC)cc1 (stereo unspecified)	3	-1	10	-4	-1	-1.6	-5	-6	1	-1
Cc1csc(SC(C)C(=O)NCC2CCCCC2)n1 (stereo unspecified)	4	-1	-4	-3	-3	1.0	4	0	-4	-2
Cc1cc(C)c(S(=O)(=O)NC2CC3CCC2C3)c(C)c1 (stereo unspecified)	3	0	-7	4	-4	-0.3	12	6	-10	1
CCc1ccc(-n2c(C)cc(/C=N/NC(=O)OC)c2C)cc1	6	2	1	-3	17	-4.4	4	-13	15	1
COC(=O)C1=C(C)NC(C)=C(C(=O)OC)C1c1ccc2ccccc2n1	0	-1	7	-1	-1	-0.1	-1	-3	-8	-2
O=C(Nc1ccc(F)cc1F)NC1CC(=O)N(Cc2ccccc2)C1 (stereo unspecified)	1	-2	5	6	-1	0.4	9	0	-3	2

# Short forms – A = mABHD4 FP; B = PRMT1 FP inh; C = TCR CD3 inh; D = SIAE inh; E = rCAG RNA binder; F = PG9 binder; G = NR1D1 modulator; H = TDP2 absorb; I = HTRA1 inh; J = LEDGF integ inh
Cc1nccn1S(=O)(=O)c1cc([N+](=O)[O-])ccc1Cl
  A: 1	B: 1	C: -1	D: 0	E: 0	F: 1.9	G: 8	H: 11	I: -2	J: -4
CCOC(=O)C1CCCN(C(=O)c2ccc3c(c2)N(C)C(=O)/C(=C/c2ccccc2Cl)S3)C1 (stereo unspecified)
  A: -6	B: 1	C: 10	D: -14	E: 3	F: -1.2	G: 0	H: -12	I: -36	J: -4
COc1cccc(NC(=O)CCC2CCN(C(=O)c3scnc3C)CC2)c1
  A: 6	B: 3	C: 0	D: -2	E: -6	F: 0.5	G: -1	H: -6	I: -2	J: -1
COc1ccc(-n2c(Cc3cccn3C)nnc2SCC(=O)N2CCC(C)CC2)cc1
  A: 4	B: -3	C: 2	D: 6	E: 3	F: -0.8	G: 6	H: -7	I: 4	J: 3
CC1CCN(C(=O)CSc2nnc(CNC(=O)COc3ccc(Cl)cc3)o2)CC1
  A: -2	B: 1	C: -1	D: -1	E: -6	F: -1.7	G: 0	H: 10	I: -2	J: -1
CCOC(=O)C1CCCN(C(=O)c2ccc(S(=O)(=O)N3CCCC3)cc2)C1 (stereo unspecified)
  A: 5	B: 0	C: 2	D: 2	E: -4	F: 0.1	G: 1	H: 4	I: -2	J: 3
O=C(NN1C(=O)c2cc(Br)ccc2NC1c1ccccc1Cl)c1ccncc1 (stereo unspecified)
  A: -10	B: -2	C: 1	D: -2	E: 7	F: -0.9	G: 0	H: -4	I: -8	J: 0
C(#Cc1ccc(C#CCN2CCCC2)cc1)CN1CCCC1
  A: 3	B: 0	C: -2	D: -2	E: -5	F: -0.8	G: 4	H: 1	I: -2	J: 2
CC1(C(=O)NS(=O)(=O)c2ccccc2)CCN1C(=O)C1(c2ccccc2)CCCC1 (stereo unspecified)
  A: 3	B: 2	C: 4	D: 3	E: 17	F: 0.0	G: -1	H: 12	I: .	J: 0
C/C(=N\N=C(/N)SC1CC(=O)N(c2ccccc2)C1=O)c1cccs1 (stereo unspecified)
  A: -11	B: 0	C: 6	D: -3	E: 42*	F: -2.0	G: -1	H: -13	I: -10	J: 0
Cc1ccccc1OCC(=O)NNC(=O)c1cc(S(=O)(=O)N2CCOCC2)ccc1N1CCCC1
  A: 3	B: 2	C: 4	D: -2	E: -5	F: 0.0	G: 5	H: -6	I: 5	J: -1
Cc1ccc2c(c1)N(CCCC(=O)NCCC1=CCCCC1)C(=O)CO2
  A: -6	B: 0	C: -7	D: -4	E: -5	F: -1.4	G: 1	H: -5	I: -6	J: -3
CC1CC(CC(C)C(=O)Nc2nncs2)C(=O)O1 (stereo unspecified)
  A: 4	B: 1	C: 0	D: -6	E: 0	F: 0.4	G: -3	H: 7	I: -1	J: 0
COc1ccc(CNCc2ccc(C(F)(F)F)cc2)cc1OC
  A: 1	B: 2	C: -7	D: -4	E: -5	F: -1.6	G: -4	H: 7	I: 2	J: -3
O=C(CSc1nc2c(sc3ccccc32)c(=O)n1CCCN1CCOCC1)NC1CCCC1
  A: 7	B: -5	C: 6	D: 10	E: -3	F: 0.0	G: 5	H: 4	I: 0	J: -3

# Short forms – A = mABHD4 FP; B = PRMT1 FP inh; C = TCR CD3 inh; D = SIAE inh; E = rCAG RNA binder; F = PG9 binder; G = NR1D1 modulator; H = TDP2 absorb; I = HTRA1 inh; J = LEDGF integ inh
O=C(NC1CCCCN(Cc2ccc(Cl)cc2)C1=O)c1ccc(Cl)cc1Cl (stereo unspecified)
  A: -6	B: -3	C: .	D: -1	E: 2	F: .	G: 1	H: 1	I: .	J: 0
CCOC(=O)C(=O)N(C)c1c(CC)nc2c(OCc3ccc(Cl)cc3)cccn12
  A: 0	B: 1	C: -2	D: 9	E: 0	F: -2.2	G: 0	H: 7	I: .	J: -1
COc1cccc(NC(=O)Nc2ccc(Br)cn2)c1
  A: -3	B: 3	C: -4	D: -14	E: 4	F: 0.1	G: 0	H: -9	I: 2	J: -1
Cc1ccc(-n2c(SCC(=O)NN=Cc3ccc(-c4ccccc4)cc3)nnc2-c2ccccc2)cc1
  A: -1	B: 0	C: .	D: 5	E: 12	F: .	G: -5	H: -2	I: .	J: -2

# Screens as filed in PubChem BioAssay.

# This is a subset; count on the stated rates, not on these rows.
